Bioassay records from PubChem BioAssay.
JMJD2A Tudor – JMJD2A Tudor domain (human) inhibition | O75164 | AlphaScreen JMJD2A-Tudor / H3K4me3 peptide binding | Potency, µM (highest dose often 114 µM), without a hit: at the highest dose activity change, negative = inhibition, actives largely listed as inhibitors | hit rate 4.4% among 390,000 | AID 504339; further: potency means the concentration at half of the fitted maximal effect; on the % scale 0 is the no-effect control and ±100 the full control effect; nearly all actives have a fitted effect of over 50% in size
HP1b chromo inh – blocks HP1-beta chromodomain binding to methylated histone tails | P83916 | AlphaScreen HP1-beta / biotin-H3K9me3 peptide binding | Potency, µM (highest dose often 114 µM), for inactives: at the top dose activity change, negative = inhibition, most hits filed as inhibitors | hit rate 0.56% among 390,000; further: potency means the concentration at half of the fitted maximal effect; nearly all actives have a fitted effect of over 70% in size; inactives centre near 23
Target sequence (P83916 whole entry, looked up): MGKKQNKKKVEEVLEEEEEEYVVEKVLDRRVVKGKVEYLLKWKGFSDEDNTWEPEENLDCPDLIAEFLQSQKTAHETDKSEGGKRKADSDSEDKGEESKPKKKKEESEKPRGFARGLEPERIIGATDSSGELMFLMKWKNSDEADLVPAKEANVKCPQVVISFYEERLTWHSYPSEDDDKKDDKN
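HP1-beta protein (50 nM final) preincubated 30 min at room temperature with biotinylated H3(1-18)K9me3 peptide (50 nM) in PBS pH 7.4, 0.01% Tween-20, then compound added for 30 min. AlphaScreen streptavidin donor/nickel chelate acceptor beads (10 ug/mL final), 30 min dark, luminescence read.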
ERG-DNA inh – blocks human ERG Ets domain binding to DNA | fluorescence polarization, His-ERG Ets domain / labelled DNA | Potency, µM (titrated, usually from 76.9 µM), without a hit: at the highest dose FP activity, negative = inhibition, usual class: inhibitors | hit rate 0.028% among 370,000 | AID 624246; active means well fitted inhibition curve with a large enough effect in the polarisation, with a control signal flat; inconclusive means small, poorly fitted or top-dose-only effect, or effect the other way, or a change in a side signal; inactive means no such curve, though single readings can be large or run the other way; the % refers to the polarisation;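 further: polarization taken with two DNA probes labelled with fluorescein and Texas red; potency means the concentration at half of the fitted maximal effect; % of control where 0% means no effect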
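His-tagged ERG Ets domain (1 uM in the protein solution; 300mM KCl, 50mM Tris-HCl, 1mM EDTA, 1mM DTT, pH 7.5) received compound, then a probe mix of 5 nM fluorescein-DNA and 100nM Texas-615-DNA. Fluorescence polarization was read for both dyes.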
G9a block – blocks human histone lysine methyltransferase G9a; hit rate 8.8% among 350,000; Potency, µM (series often up to 102 µM), for inactives: at the highest dose activity, negative = inhibition, hits mostly inhibitors; AID 504332; G9a H3K9 monomethylation, AlphaScreen, 2 h; further: potency means the concentration at half of the fitted maximal effect; on the % scale 0 is the no-effect control and ±100 the full control effect; nearly all actives have a fitted effect of over 75% in size
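G9a (20 nM) was preincubated 15 min with compound, then reacted 2 h at room temperature with 500 nM biotin-H3K9 peptide and 20 µM SAM. Monomethyl-H3K9 detected by AlphaScreen using anti-H3K9me1 antibody.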
PI4K2A inh – inhibitors of human PI4K2A; purified PI4K2A, ADP-Glo luminescence, 1 h; stronger effect = lower value; activity change, negative = inhibition, % at 76.9 µM; hit rate 0.13% among 420,000; in the data active means activity change below about -50%; inconclusive means mostly about -30% to -49%;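 further: -100% = wells without enzyme as full effect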
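ADP-Glo luminescence measured ADP generated by PI4K2A enzyme (4 ug/mL before mixing) with 1.2 mM PI substrate (pre-mix) and 300 microM ATP (pre-mix). Tris pH7.5 buffer with MgCl2, Triton X-100; 1 h reaction at ambient temperature.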
PGK inhibitor – T. brucei PGK inhibition | P07378 | PGK/GAPDH coupled, Kinase-Glo luminescence, 60 min | Potency, µM (series often up to 57.5 µM), inactives show top-dose activity change, negative = inhibition, hits mostly inhibitors | hit rate 0.043% among 380,000; further: potency means the concentration at half of the fitted maximal effect; on the % scale 0 is the no-effect control and ±100 the full control effect; nearly all actives have a fitted effect of over 60% in size
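Recombinant glycosomal PGK reaction used 1,3-bisphosphoglycerate generated in-well by GAPDH (100nM final) in 100mM TEA pH 7.6, 5mM MgCl2, 0.01% Tween-20. After 60 minutes at room temperature, ATP was read by Kinase-Glo Plus luminescence end-point.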
GLS inh – glutaminase GLS (human) inhibition. Potency, µM (top dose mostly 45.5 µM), for inactives: top-dose activity change, negative = inhibition, most hits filed as inhibitors. O94925. hit rate 0.21% among 410,000. GLS enzymatic activity, qHTS titration. AID 624170; further: potency means the concentration at half of the fitted maximal effect; on the % scale 0 is the no-effect control and ±100 the full control effect
Target sequence (O94925 whole entry, looked up): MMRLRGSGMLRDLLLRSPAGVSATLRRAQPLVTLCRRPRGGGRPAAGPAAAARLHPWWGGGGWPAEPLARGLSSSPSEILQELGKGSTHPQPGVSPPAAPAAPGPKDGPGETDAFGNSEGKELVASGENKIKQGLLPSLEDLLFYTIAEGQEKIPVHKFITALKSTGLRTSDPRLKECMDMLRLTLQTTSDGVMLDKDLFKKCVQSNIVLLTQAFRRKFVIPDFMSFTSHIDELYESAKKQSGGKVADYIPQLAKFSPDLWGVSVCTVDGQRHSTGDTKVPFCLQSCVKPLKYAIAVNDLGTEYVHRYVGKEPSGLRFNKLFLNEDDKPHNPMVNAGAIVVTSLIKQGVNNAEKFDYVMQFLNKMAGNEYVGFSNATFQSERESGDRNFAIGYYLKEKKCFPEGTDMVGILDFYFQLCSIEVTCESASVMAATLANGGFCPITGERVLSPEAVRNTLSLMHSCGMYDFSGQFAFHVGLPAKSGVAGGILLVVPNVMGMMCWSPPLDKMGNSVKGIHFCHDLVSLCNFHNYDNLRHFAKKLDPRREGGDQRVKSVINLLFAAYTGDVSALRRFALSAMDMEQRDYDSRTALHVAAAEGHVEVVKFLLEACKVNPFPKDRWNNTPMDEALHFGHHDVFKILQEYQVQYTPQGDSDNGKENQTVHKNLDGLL
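hKGA in 45 mM KH2PO4 (pH 8.2), 0.02% Tween-20 with compound, then 1mM L-Glutamine (stock as added) plus glutamate oxidase/HRP/Amplex red coupling mix. Fluorescence read initially and after 30 min at RT; signal change reflects glutamate formation.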
BAZ2B block – inhibitors of human BAZ2B bromodomain. Q9UIF8. Potency, µM (top dose mostly 114 µM), for inactives: top-dose activity change, negative = inhibition, most hits filed as inhibitors. AlphaScreen BAZ2B-H3K14Ac peptide displacement. hit rate 4.4% among 360,000. AID 504333; further: potency means the concentration at half of the fitted maximal effect; on the % scale 0 is the no-effect control and ±100 the full control effect; nearly all actives have a fitted effect of over 60% in size
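Complex of BAZ2B and biotin-H3K14Ac (50 nM apiece) forms over 30 min at RT, then faces library compounds up to 110 uM for another 30 min; AlphaScreen beads added, 20 min dark incubation, luminescence read.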
Pin1 inh – human Pin1 inhibition; AID 504891; Q13526; Pin1 FP peptide displacement, HiFluor488, 10 min; Potency, µM (series often up to 115 µM), for inactives: top-dose activity, negative = inhibition, most hits filed as inhibitors; hit rate 0.009% among 390,000; active means well fitted inhibition curve with a large enough effect in the polarisation, with a control signal flat, not every such curve was filed as active; inconclusive means small, poorly fitted or top-dose-only effect, or effect the other way, or a change in a side signal; inactive means no such curve, though single readings can be large or run the other way; the % refers to the polarisation; further: potency means the concentration at half of the fitted maximal effect; on the % scale 0 is the no-effect control and ±100 the full control effect
Target sequence (Q13526 whole entry, looked up): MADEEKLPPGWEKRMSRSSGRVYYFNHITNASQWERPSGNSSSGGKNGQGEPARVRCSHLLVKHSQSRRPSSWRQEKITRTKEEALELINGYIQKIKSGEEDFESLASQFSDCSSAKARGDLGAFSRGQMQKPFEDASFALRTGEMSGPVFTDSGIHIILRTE
Numbers without * were called inactive; i = inactive; ? = inconclusive; . = not tested or not shown; [ ] = another dose, or the depositor's remark. Unless noted, the call rests on the fitted dose curve; in most records, active means well fitted curve in the direction sought with a large enough effect; inconclusive means small, poorly fitted or top-dose-only effect, or another doubt; inactive means no such curve, though single readings can be large; an effect the other way counts as inactive or inconclusive.

molecule	JMJD2A Tudor	HP1b chromo inh	ERG-DNA inh	G9a block	PI4K2A inh	PGK inhibitor	GLS inh	BAZ2B block	Pin1 inh
O=C(CSc1nnc(-c2ccncc2)o1)Oc1ccccc1	4%	28%	-1%	-39%[59 µM]	8	6%	9%	-4%	3%
CC(=O)c1c(C)oc2ccc(NS(=O)(=O)c3ccc(O)c(C(=O)O)c3)cc12	?	6%	1%	?	-21	-13%	?	-32%	-20%
COC(=O)CSC1=C(C#N)C(c2ccc3c(c2)OCO3)C2=C(CCCC2=O)N1 (stereo unspecified)	-3%	42%[activator]	-7%	?	0	2%	25%	4%	-5%
Cc1ccc(NC(=O)c2ccc(OCC3CCCO3)cc2)nc1 (stereo unspecified)	-2%	9%	0%	3%[0.501 µM]	-5	-9%	-5%	8%	4%
COc1ccccc1C(=O)Nc1ccc(N2CCN(C(C)=O)CC2)cc1	-3%	25%	-14%	6%	-19	2%	9%	-5%	-3%
CC(=O)c1ccc(N2CCN(C(=O)C3CCN(S(=O)(=O)c4c(C)noc4/C=C/c4ccccc4F)CC3)CC2)cc1	-20%	8%[57 µM]	1%	-4%[59 µM]	0	0%	0%	0%	9%
O=C(CN1C(=O)COCC1=O)N1CCOCC1	-17%	4%	5%	?	3	-2%	1%	-24%	0%
COCCN(C(=O)CSc1nnc(-c2cccc(F)c2)n1N)c1c(N)n(CC(C)C)c(=O)[nH]c1=O	-9%	30%	-3%	-16%	5	i	-15%	-9%	21%
CCN(CC)CCCC(C)Nc1nccc2c(Cl)cccc12 (stereo unspecified)	-9%	21%	-3%	.	7	i	0%	.	-14%
COc1ccccc1Nc1nc(N2CCCC2)nc(N2CCOCC2)n1	-7%	54%[activator]	.	.	-2	-11%	8%	.	-1%
Oc1cccc(-c2nnc(-c3cccc(O)c3)nn2)c1	-20%	1%	-4%	.	-66*	?	8%	.	-3%
COc1ccc(NC(=O)C(c2ccc(C)cc2)N(C)C(=O)CNC(C)=O)cc1 (stereo unspecified)	-8%	13%	-4%	1%[59 µM]	0	-9%	-21%	1%	2%
CC1CCCCN1C(=O)COC(=O)C1CCN(S(=O)(=O)c2c(Cl)cccc2Cl)CC1 (stereo unspecified)	-14%	15%	-2%	.	1	2%	18%	-7%	-8%
O=c1[nH]c(CN2CCN(c3ncccn3)CC2)nc2c(Br)cc(Br)cc12	-25%	3%	2%	32%[12.7 µM]	2	-9%	9%	-21%	?
Cc1ccccc1COc1ccc(-c2nn[nH]n2)cc1	-10%	36%	12%	.	-2	-7%	-4%	7%[0.457 µM]	-4%
O=c1c(-c2ccc(O)cc2)coc2c(C3O[C@H](CO)[C@@H](O)[C@H](O)[C@H]3O)c(O)ccc12 (stereo partly specified)	9%	28%	-2%	10%[2.33 µM]	6	-6%	4%	3%	0%
Cc1ccc(Cn2c(C(=O)Nc3ccc(Cl)cc3)cc3sccc32)cc1	-16%	95%[activator]	-2%	?	-12	0%	-4%	4%	30%
CCCOC(=O)c1c(-c2ccc(OC)cc2)oc2ccc(-c3ccc(OC)nc3)cc12	-11%	72%	-2%	?	0	7%	0%	16%	-4%
CCn1c(C)nc2cc(-c3nnc(-c4c(-c5ccccc5)noc4C)o3)ccc21	-10%	25%	-8%	1%	-3	3%	1%	7%	1%
CC(=O)NCC(=O)OC(C)C(=O)Nc1ccc(C(C)=O)cc1 (stereo unspecified)	-20%[57.1 µM]	57%[activator]	-2%	20%[59 µM]	-2	0%	2%	-3%	3%
COc1ccc(OC)c(NC(=O)c2oc(=O)c3ccccc3c2-c2ccccc2)c1	-21%	29%	0%	-10%[59 µM]	2	i	6%	-21%	3%
CCCCNC(=O)C1CCC(Cn2c(=O)c3sccc3n(CC(=O)Nc3ccccc3)c2=O)CC1 (stereo unspecified)	-8%	28%	0%	15%[59 µM]	2	i	2%	-19%	-10%
O=C(O)c1ccc(N=C2SCC(=O)N2Cc2ccccc2)cc1	-14%	23%	14%	-7%	-1	-12%	28%	-18%	?
COC(=O)c1ccccc1NC(=O)CSc1n[nH]c(-c2cccnc2)n1	?	-8%	2%	11%	0	-2%	0%	-2%	-11%
Cc1onc(-c2c(F)cccc2Cl)c1C(=O)Nc1cccc(S(=O)(=O)N2CCOCC2)c1	-13%	31%[57 µM]	3%	.	4	-7%	5%	.	1%
COc1cccc(OC)c1NC(=O)CN(C)S(=O)(=O)c1ccc2c(c1)OCCO2	-3%	-21%	0%	-4%	6	-7%	-1%	2%	-2%
COc1cccc2c1OCC(C(=O)NCc1ccc(Cl)cc1Cl)=C2	-22%	?	-1%	-5%[12.7 µM]	-2	-2%	0%	9%	2%
O=C(OCCN1CCOCC1)c1ccc(Cl)cc1Cl	-10%	29%	-9%	16%	0	-5%	1%	-2%	-9%
CC(=O)Nc1ccc(S(=O)(=O)NNC2=NS(=O)(=O)c3ccccc32)cc1	-34%	50%[activator]	-10%	-45%	-1	0%	7%	71µM*	2%
C=CCSc1nnc(-c2cccc3ccccc23)o1	13µM*	52%[activator]	.	.	5	0%	1%	.	1%
CCCCNC(=S)N(C)/N=C/c1ccc(F)cc1	63%[activator]	158%[activator]	-16%	75%[activator][59 µM]	0	i	-11%	156%[activator]	4%
Cc1cc(Nc2c(C#N)c(N)nn2C)ccc1F	-1%	20%	-5%	9%	-2	-7%	2%	-15%	-13%
CCOc1ccccc1C1C2CCCCC2(O)CCN1C(=O)c1cccs1 (stereo unspecified)	2%	28%	2%	-10%	-2	4%	0%	-2%	-1%
COc1ccc(NC(=O)COC(=O)CNS(=O)(=O)c2ccc(F)c(F)c2F)cc1OC	-12%	12%[57 µM]	0%	16%	5	-8%	0%	4%	-2%
Cc1cc(C(=O)N/N=C/c2ccncc2)c(C)o1	-5%	46%[activator]	-6%	-4%	0	0%	5%	-6%	3%
CCCCNC(=O)C(C#N)c1nc2ccccc2nc1N1CCN(Cc2ccc3c(c2)OCO3)CC1 (stereo unspecified)	-16%	-6%	1%	.	1	-1%	3%	.	?
C=CCn1c(C(C)NC(=O)c2ccc(C)cc2)n[nH]c1=S (stereo unspecified)	8.9µM*	24%	0%	40µM*	-8	-4%	-5%	3%	-6%
Cc1noc(C)c1COC(=O)COc1ccc(-c2ccccc2)cc1	93%[activator]	107%[activator]	-6%	200%[activator]	2	7%	1%	32%	5%
Cc1ccc(S(=O)(=O)c2nnn3c2nc(N2CCCC2)c2sccc23)cc1	3%	23%	4%	6%[59 µM]	1	-9%	?	-17%	0%
CC(=O)c1cc(OC(=O)c2ccncc2)ccc1OC(=O)c1ccncc1	-21%	22%	-10%	?	2	-5%	5%	-24%	2%
CC(C)C(=O)Nc1nnc(SCC(=O)NCc2ccco2)s1	-6%	19%	-2%	2%	-1	-5%	5%	-3%	-3%
CCc1ccccc1NC(=O)CCNS(=O)(=O)c1cc(Br)cnc1N	-9%	44%[activator]	-7%	16%	-4	-9%	0%	-9%	7%
CCc1ccc(NC(=O)CCCn2nc(CC)n3c(cc4occc43)c2=O)cc1	-29%	14%	-4%	-9%	6	-4%	-3%	?	5%
CC(C)CC(=O)Nc1ccc(Oc2ccc3c(c2)C(=O)NC3=O)cc1	-4%	36%	-9%	14%	-1	-1%	-1%	10%	9%
O=c1c2cc(O)c(O)cc2oc2cc(O)c(C3OC(CO)C(O)C(O)C3O)c(O)c12 (stereo unspecified)	7.9µM*	?	16%	2.8µM*	-24	-3%	?	13µM*	?
Cc1nnc(CN(C)C(=O)c2cc(COc3ccc(C)c(C)c3)on2)o1	-2%	42%[activator]	-6%	-1%	-1	-8%	-10%	-2%	-4%
COc1ccc(NS(=O)(=O)c2ccc3[nH]c(=O)ccc3c2)cc1OC	?	8%	4%	-40%[59 µM]	2	i	24%	?	-2%
COC(=O)CN(c1nc(C)cc(OC)n1)S(=O)(=O)c1ccc(C)cc1	-16%	35%	-2%	11%	-7	i	7%	-4%	-4%
CN(CC(=O)Nc1ccccc1Sc1ccccc1)C1CCCCC1	75%[activator]	123%[activator]	8%	96%[activator][59 µM]	-4	-7%	-6%	48%[activator]	0%
CCC(C)N(C(=O)CSc1nnc(NC(C)C)s1)C1CCS(=O)(=O)C1 (stereo unspecified)	-7%	11%	-9%	-39%	8	0%	7%	-1%	0%
CC(C)(C)NC(=O)Cc1ccc(Cl)c(Cl)c1	-6%	20%	5%	16%[0.0925 µM]	2	-2%	4%	-1%	5%
Cc1ccc(-c2nn(CC(=O)NCc3ccccn3)c(=O)c3ccccc23)cc1S(=O)(=O)N(C)C	-18%	25%	-12%	4%	1	6%	4%	.	-4%
S=C(NC1CCCC1)N1CCN(c2ccc(Cl)cc2)CC1	-29%	14%	-14%	-24%	2	-2%	9%	-32%	0%
Cc1cc(CNC(=O)c2cccc(OC3CCN(S(=O)(=O)N(C)C)CC3)c2)on1	-7%	43%[activator]	-3%	16%	-7	-9%	-1%	-13%	-4%
